GPR55 antagonists – GPR55 antagonists blocking LPI-driven arrestin recruitment, primary screen, imaging, U2OS, beta-arrestin-GFP, LPI agonist (AID 2013) | G-protein coupled receptor 55 (Homo sapiens) | U2OS GPR55 beta-arrestin-GFP translocation imaging, LPI antagonism; higher % means a stronger effect | inhibition, % at 10 µM, or IC50 in µM where a hit was titrated | actives 0.13% (n = 290,000);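 active = spots per cell inhibited over 60%, with over 100 cells counted and total cytoplasm intensity under 500,000; inconclusive = wells with under 100 cells, flagged as likely toxic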;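 also: U2OS cells stably carrying GPR55 and arrestin-GFP stimulated by 5 µM LPI near EC80; imaged beta-arrestin-GFP aggregate spots per cell after agonist stimulation; plate controls were LPI-stimulated DMSO wells for no effect and DMSO wells without LPI for full effect; some results filed as inactive read as strong as hits; confirmed hits need IC50 under 10 µM and bright autofluorescent wells are also inconclusive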
Siah-1 displacement – Siah-1 peptide-binding antagonists, primary screen, biochemical, fluorescence polarization, rhodamine-plectin, uHTS (AID 1817); Siah-1 / rhodamine-plectin peptide fluorescence polarization; higher % means a stronger effect; actives 0.02% (n = 290,000); displacement, % at 20 µM; hits with a dose series show IC50 in µM; E3 ubiquitin-protein ligase SIAH1 (Homo sapiens);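 active = displacement of at least 50% at 20 µM, with a fluorescence ratio check between 0.3 and a set limit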;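 also: plate controls were Siah plus tracer with DMSO for no effect and tracer alone without Siah for full effect; strong numbers were not always called active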
GPR35 arrestin U2OS – GPR35 antagonists blocking zaprinast-driven arrestin recruitment, primary screen, imaging, U2OS, beta-arrestin-GFP, zaprinast agonist (AID 2058). G-protein coupled receptor 35 (Homo sapiens). U2OS GPR35 beta-arrestin-GFP translocation imaging, zaprinast antagonism; higher % means a stronger effect. inhibition, % at 10 µM, or IC50 in µM where a hit was titrated. actives 0.052% (n = 290,000);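 active = inhibition of at least 50% with at least 30 cells and total cytoplasm GFP at most 10,000,000; inconclusive = under 30 cells or total GFP of 10,000,000 plus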
KOR beta-arrestin-1 – KOR antagonists, beta-arrestin recruitment, cell-based, luminescence, uHTS (AID 1778); Kappa-type opioid receptor (Homo sapiens); KOR beta-arrestin recruitment, luminescence, antagonist mode; higher % means a stronger effect; one-dose inhibition, % at 10 µM; IC50 in µM for titrated hits; actives 0.091% (n = 290,000); in the data active = inhibition above about 50%; also: strong numbers were not always called active
NOD1 NF-kB reporter – NOD1 signaling inhibitors, primary screen, cell-based, luminescence, uHTS (AID 1578); actives 1% (n = 290,000); inhibition, % at 4 µM; hits with a dose series show EC50 in µM; NOD1-driven NF-kB luciferase reporter cells, luminescence; higher % means a stronger effect; in the data active = inhibition mostly above about 36%, no sharp cut-off; inactive = mostly below about 34%;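 also: HEK-293T reporter cells stimulated with the NOD1 agonist gamma-tri-DAP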
AID2073 – inhibitors of Mint1-CaV2.2 protein interaction, biochemical, HTRF (AID 2073); inhibition, % at 20 µM; hits with a dose series show IC50 in µM; Voltage-dependent N-type calcium channel subunit alpha-1B (Homo sapiens); actives 0.19% (n = 290,000); HTRF protein-protein interaction, Mint1-CaV2.2; higher % means a stronger effect; in the data active = inhibition mostly above about 51%, no sharp cut-off; inconclusive = no clear call, values can overlap the other calls; inactive = mostly below about 53%; also: some results filed as inactive read as strong as hits
GPR55 beta-arrestin – GPR55 agonists via beta-arrestin recruitment, primary screen, imaging, U2OS cells, beta-arrestin-GFP redistribution (AID 1961); U2OS GPR55 beta-arrestin-GFP redistribution imaging; higher % means a stronger effect; G-protein coupled receptor 55 (Homo sapiens); actives 0.048% (n = 290,000); one-dose activation, % at 10 µM; EC50 in µM for titrated hits;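 active = activation above 40% with more than 50 cells counted in the well; inconclusive = wells holding fewer than 50 cells, flagged as toxic or sparse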;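 also: U2OS osteosarcoma cells stably expressing GPR55 and beta-arrestin-GFP; plate controls were DMSO negative control for no effect and LPI positive control for full effect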
HIV peptide binding – inhibitors of HIV fusion peptide binding, primary screen, biochemical, uHTS, fluorescence dequenching (AID 1986) | actives 0.3% (n = 290,000) | cell-free peptide binding, fluorescence dequenching, 30 min; higher % means a stronger effect | inhibition, % at 20 µM; hits with a dose series show IC50 in µM; in the data active = inhibition mostly above about 52%, no sharp cut-off; inactive = mostly below about 76%; also: some results filed as inactive read as strong as hits
KOR beta-arrestin-2 – KOR agonists, beta-arrestin recruitment, primary screen, cell-based, luminescence, uHTS (AID 1777); actives 0.02% (n = 280,000); activation, % at 10 µM; hits with a dose series show EC50 in µM; Kappa-type opioid receptor (Homo sapiens); KOR beta-arrestin recruitment, luminescence; higher % means a stronger effect; in the data active = activation above about 50%, passing the limit was not always enough; also: a part of the inactive calls stands beside numbers as strong as those of hits
The depositor's hits bear a star; ? = inconclusive; [ ] = remark or other dose. These rows are one share of the data, so the mix of outcomes need not match the whole.

SMILES | GPR55 antagonists | Siah-1 displacement | GPR35 arrestin U2OS | KOR beta-arrestin-1 | NOD1 NF-kB reporter | AID2073 | GPR55 beta-arrestin | HIV peptide binding | KOR beta-arrestin-2
O=C(N/N=C/c1ccc(-c2ccc(Cl)c(C(=O)O)c2)o1)c1cc2c(ccc3ccccc32)o1 | -7% | 20% | 5% | -46% | 13% | 44% | -0.3% | 50%* | 0.6%
O=C(CSCc1ccccc1)N1CCN(c2ccc(F)cc2)CC1 | -2% | -1% | 12% | -37% | -2% | 0% | -0.1% | -1.6% | 5.7%
Nn1c(C2COc3ccccc3O2)n[nH]c1=S (configuration not stated) | 14% | 9% | -14% | 10% | -2% | -7% | 0.2% | -1.1% | -0.3%
CCn1c(=S)sc2c(=O)n(CC(=O)NCCCc3ccccc3)c(C)nc21 | -14% | 7% | -1% | -61% | -16% | 6% | -0.1% | 0.8% | 1.4%
O=[N+]([O-])c1ccc(CN2CCN(c3ncccn3)CC2)cc1 | 9% | 22% | 5% | -41%[20 µM] | -22% | 12% | -0.1% | 1.8% | -0.2%
O=C(c1ccc(F)cc1)N(Cc1ccccc1)C1CCS(=O)(=O)C1 (configuration not stated) | 8% | 1% | 2% | -41% | 2% | 5% | -0.3% | 0.0% | -14%
COc1cc(OC)cc(C(=O)Nc2nnc(SCC(=O)NCc3ccco3)s2)c1 | 15% | -1% | -6% | 3% | 1% | 25% | 0.8% | -0.1% | 0.3%
CCN(CC)c1ccc(-c2nc3cnccc3n2C)cc1 | 7% | 4% | -13% | -7% | -66% | -2% | 0.3% | 0.4% | -1.1%
Cc1cc(NC(=S)NC(=O)c2ccccc2)ccc1-c1cc2ccccc2oc1=O | 8% | 0% | -1% | 11% | -27% | -7% | 0.3% | 0.4% | 6.6%
Cc1cc(Cl)ccc1N1C(=O)CC(SCCC(=O)O)C1=O (configuration not stated) | 6% | 4% | 12% | -17% | -1% | 4% | -0.1% | 0.7% | -1.1%
CCc1cccc(CC)c1NC(=S)N(CCN(C)C)C(C)c1cccnc1 (configuration not stated) | -4% | 10% | -12% | 10% | -15% | -5% | 0.4% | 0.4% | -2.9%
CCOC(=O)c1c(-c2ccccc2)nc2cc(C)ccn12 | -2% | 2% | -4% | -30% | -25% | 2% | 0.0% | -0.5% | 6.4%
Cc1ccc(C)c(N(C(=O)c2nsc(Cl)c2Cl)C(C(=O)NC2CCCC2)c2ccc(O)cc2)c1 (configuration not stated) | 13% | 6% | -7% | 26% | 19% | 5% | 0.2% | -1.1% | 24%
COc1ccc(/C(C)=N/NC(=O)c2ccncc2)cc1[N+](=O)[O-] | 17% | 3% | 9% | 16%[20 µM] | -20% | 7% | 1.2% | -2.7% | -5.6%
COc1ccc(/C=N/NC(=O)c2cccnc2)cc1COc1ccc([N+](=O)[O-])c(C)c1 | -10% | 2% | 0% | -68% | -15% | 21% | -0.1% | -2.6% | 8.4%
CCOc1ccc(CNC(=O)C2CCN(S(=O)(=O)CC)CC2)cc1OC | 6% | 0% | 17% | -4% | 2% | -5% | -0.1% | -2.5% | -0.4%
CC(C)(C)c1ccc(NC(=O)COC(=O)CCN2C(=O)c3cccc([N+](=O)[O-])c3C2=O)cc1 | 4% | -1% | 0% | 22% | -18% | 11% | -0.1% | -0.8% | 1.3%
COc1c(Cl)cc(Cl)cc1CNCCNCCO | 20% | 4% | 6% | 13% | 18% | -6% | -0.1% | -1.0% | -2.1%
O=C(CCc1nc(-c2ccccc2)no1)NCC1CCCO1 (configuration not stated) | 0% | -1% | -1% | -27% | -3% | -3% | -0.3% | 15% | -0.7%
COc1ccc(NC(=O)COC(=O)CCCC2=NS(=O)(=O)c3ccccc3N2)cc1 | 11% | 3% | 25% | -18% | -13% | 8% | -0.4% | 1.1% | 4.5%
Fc1cccc(F)c1CN1CCN(c2ncccn2)CC1 | -2% | 2% | 8% | 18% | -7% | -8% | ? | 0.4% | -2.3%
O=C(O)Cn1cc(/C=C/[N+](=O)[O-])c2ccccc21 | 6% | -2% | 6% | -18% | -38% | 5% | -0.5% | 4.6% | -3.8%
O=C(C[n+]1cc(Br)cc2ccccc21)c1ccccc1 | 0% | -4% | 20% | -8% | 9% | 7% | -0.1% | 21% | -6.4%
COC(=O)c1nn(-c2cccc(C)c2)c2nnc(Cc3ccc(C)cc3)c(=O)n12 | 4% | 9% | 0% | -3% | -17% | 2% | 0.3% | 0.4% | 3.4%
Cn1c(SCc2cccc(C#N)c2)nc2ccccc2c1=O | 1% | -2% | 16% | -58%[20 µM] | 1% | 4% | -0.4% | 0.7% | 1.0%

(more compounds)
SMILES | GPR55 antagonists | Siah-1 displacement | GPR35 arrestin U2OS | KOR beta-arrestin-1 | NOD1 NF-kB reporter | AID2073 | GPR55 beta-arrestin | HIV peptide binding | KOR beta-arrestin-2
c1ccc(Cn2nnnc2C(c2cccs2)N2CCOCC2)cc1 (configuration not stated) | -5% | -1% | 3% | -15% | 8% | 1% | -0.2% | 1.8% | 1.0%
Cc1cccc(-n2ncc3c2CCCC3NC(=O)CN2CCCC2=O)c1C (configuration not stated) | -4% | -4% | 0% | -11% | -17% | -9% | -0.1% | 0.1% | 6.3%
CC(=O)c1c(C)[nH]c(C(=O)CSc2nnc(-c3ccco3)n2Cc2ccccc2)c1C | -8% | 1% | 9% | -9% | 8% | -6% | 0.6% | 1.9% | 2.0%
CC(NC(=O)c1ccc(F)cc1F)C1CC2CCC1C2 (configuration not stated) | -8% | 9% | 14% | -23% | -21% | 6% | -0.2% | -1.3% | 3.7%
COc1cc2c(cc1OC)C(C(=O)Nc1ccc(F)c(Cl)c1)CC(=O)N2 (configuration not stated) | 0% | -4% | 3% | 0% | -21% | 32% | -0.1% | -1.0% | 6.3%
CC(=O)c1c(C)[nH]c(C(=O)NCCCN2CCCC2)c1C | 26% | 0% | 7% | -15% | -26% | -9% | -0.2% | 0.5% | 2.6%
CCOC(=O)Cn1c(CN2CCN(c3cccc(Cl)c3)CC2)nc2c1c(=O)[nH]c(=O)n2C | -2% | 4% | -1% | 45% | 7% | 9% | 0.1% | -2.8% | 5.6%
CCc1nc(SCC(=O)NC2CC2)c2c(C)c(C)sc2n1 | 8% | 1% | 0% | -20% | -6% | 4% | -0.2% | 0.3% | -3.5%
Cc1ccc(C(=O)N/N=C\c2ccc(OC(=O)c3cccc(F)c3)cc2)cn1 | 2% | 4% | 6% | 3% | -20% | 29% | 0.5% | -0.6% | 0.2%
CC1CC(C)CN(CCCOc2ccccc2[N+](=O)[O-])C1 (configuration not stated) | 15% | -3% | -1% | -9% | 44% | -1% | -0.2% | -1.3% | 2.5%
COC1=C/C(=C/c2c(N)n3cc(C)sc3nc2=O)C=CC1=O | 3% | -2% | -10% | -12% | -45% | 2% | 0.5% | 11% | -0.9%
Cc1cc(C(F)F)nn1CC(=O)N1CCSCC1 | 10% | 5% | -7% | 7% | -31% | 11% | 0.0% | 2.7% | -3.9%
O=C(C1CCN(c2ncnc3c2nc2n3CCCCC2)CC1)N1CCCCC1 | 3% | -6% | 36% | -26% | -20% | 5% | 0.0% | -0.4% | 1.6%
CC(c1ccccc1)n1cc(C(=O)NCc2cccnc2)nn1 (configuration not stated) | -14% | 2% | -3% | 1% | -14% | 6% | -0.1% | 1.9% | 1.1%
O=C(/C=C/c1ccccc1[N+](=O)[O-])NCc1ccncc1 | 10% | 1% | -4% | -30% | -12% | -5% | 0.0% | 0.1% | 0.9%
CN(C)C(=O)CCc1nc2sc3c(c2c(=O)[nH]1)CCCC3 | 7% | -1% | -1% | -21% | -4% | 5% | 0.0% | -0.1% | 0.9%
CSCC(C)N1CCC(CO)(CCCc2ccccc2)CC1 (configuration not stated) | -1% | -1% | 2% | -6% | -44% | -5% | -0.1% | 1.3% | 6.8%
O=C(COc1ccccc1-c1ccccc1)NNC(=O)NC1CCCCC1 | -7% | 1% | -19% | -13% | -17% | -1% | 0.2% | 0.1% | -4.3%
CCCCCOC(=O)Nc1nnc(CCC)s1 | -7% | -6% | 5% | 10% | -8% | 0% | -0.1% | 3.0% | -2.3%
CC1CN(C(=O)COC(=O)c2ccc(Cl)nc2)CC(C)O1 (configuration not stated) | -5% | 1% | -2% | -8% | -17% | -3% | -0.3% | -1.3% | -3.0%
C=CCOc1cccc(CNCc2cccnc2)c1 | 17% | -10% | 8% | -17% | 1% | 12% | 0.2% | -0.5% | 1.7%
CCOC(=O)c1c(NC(=O)c2ccco2)n(C2CCCCC2)c2nc3ccccc3nc12 | 3% | 17% | 4% | -44% | -7% | 25% | -0.1% | 0.5% | -2.3%

Grouped by structure, the entries above containing fluorine.
SMILES | GPR55 antagonists | Siah-1 displacement | GPR35 arrestin U2OS | KOR beta-arrestin-1 | NOD1 NF-kB reporter | AID2073 | GPR55 beta-arrestin | HIV peptide binding | KOR beta-arrestin-2
O=C(CSCc1ccccc1)N1CCN(c2ccc(F)cc2)CC1 | -2% | -1% | 12% | -37% | -2% | 0% | -0.1% | -1.6% | 5.7%
O=C(c1ccc(F)cc1)N(Cc1ccccc1)C1CCS(=O)(=O)C1 (configuration not stated) | 8% | 1% | 2% | -41% | 2% | 5% | -0.3% | 0.0% | -14%
Fc1cccc(F)c1CN1CCN(c2ncccn2)CC1 | -2% | 2% | 8% | 18% | -7% | -8% | ? | 0.4% | -2.3%
CC(NC(=O)c1ccc(F)cc1F)C1CC2CCC1C2 (configuration not stated) | -8% | 9% | 14% | -23% | -21% | 6% | -0.2% | -1.3% | 3.7%
COc1cc2c(cc1OC)C(C(=O)Nc1ccc(F)c(Cl)c1)CC(=O)N2 (configuration not stated) | 0% | -4% | 3% | 0% | -21% | 32% | -0.1% | -1.0% | 6.3%
Cc1ccc(C(=O)N/N=C\c2ccc(OC(=O)c3cccc(F)c3)cc2)cn1 | 2% | 4% | 6% | 3% | -20% | 29% | 0.5% | -0.6% | 0.2%
Cc1cc(C(F)F)nn1CC(=O)N1CCSCC1 | 10% | 5% | -7% | 7% | -31% | 11% | 0.0% | 2.7% | -3.9%

Screens from PubChem.
